NSD2 HMT inh – NSD2 (human) methyltransferase inhibition; O96028; NSD2 peptide methylation, AlphaScreen, 120 min; inhibition, % at 12.5 µM; 0.54% of 310,000 active; AID 743445; in the data active = inhibition above about 50%
C-LANA FP – inhibitors of KSHV LANA C-terminal domain DNA binding; MBP-C-LANA/FAM-LBS DNA binding, fluorescence polarization; inhibition, % at 9 µM; 0.078% of 340,000 active;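 active = highest replicate inhibition at or above 60% at 9 µM, even if other replicates fall short; inactive = all replicates below 60% inhibition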;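 also: 0% = neutral control wells and 100% = 4 µM acridine orange control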
PvdQ acylase – P. aeruginosa PvdQ acylase inhibition; purified PvdQ acylase, fluorescence plate reader; inhibition, % at 10 µM; 0.063% of 340,000 active; AID 488965; in the data active = inhibition above about 30%, passing the limit was not always enough; inconclusive = no clear call, values can overlap the other calls;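 also: 0% = vehicle neutral wells and 100% = reference inhibitor wells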
RTF Ca sens inh – cardiac RTF calcium desensitization | 0.12% of 340,000 active | AID 493244 | P19429+P45379 | IANBD-labeled cardiac RTF, Ca2+ fluorescence | inhibition, % at 7.15 µM;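 active = inhibition above the mean inhibition of all tested compounds plus 3 SD, cut at about 17% in these data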;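 also: assay run at fixed EC70 calcium of 1.6 mM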
DAGLB inhibitor – blocks human DAGLB lipase activity | HEK293T DAGLB membrane lysate, EnzChek fluorogenic substrate | inhibition, % at 5.17 µM | 0.059% of 340,000 active | AID 504411; in the data active = inhibition above about 34%;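 also: 0% = enzyme with vehicle and 100% = wells lacking enzyme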
Keap1 Nrf2 FP – disrupts human Keap1 binding to Nrf2 peptide; Q14145; Keap1 Kelch-Nrf2 peptide fluorescence polarization, 1536-well; inhibition, % at 9.4 µM; 0.15% of 340,000 active; AID 504523; in the data active = inhibition above about 12%; inconclusive = no clear call, values can overlap the other calls; inactive = below about 7.3%;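 also: human Keap1 Kelch domain with fluorescein labeled Nrf2 9mer peptide probe; 0% = neutral control wells and 100% = peptide positive control; higher means more block of Keap1 binding to Nrf2 peptide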
Target sequence (Q14145 whole entry, looked up, the tested form may be a part): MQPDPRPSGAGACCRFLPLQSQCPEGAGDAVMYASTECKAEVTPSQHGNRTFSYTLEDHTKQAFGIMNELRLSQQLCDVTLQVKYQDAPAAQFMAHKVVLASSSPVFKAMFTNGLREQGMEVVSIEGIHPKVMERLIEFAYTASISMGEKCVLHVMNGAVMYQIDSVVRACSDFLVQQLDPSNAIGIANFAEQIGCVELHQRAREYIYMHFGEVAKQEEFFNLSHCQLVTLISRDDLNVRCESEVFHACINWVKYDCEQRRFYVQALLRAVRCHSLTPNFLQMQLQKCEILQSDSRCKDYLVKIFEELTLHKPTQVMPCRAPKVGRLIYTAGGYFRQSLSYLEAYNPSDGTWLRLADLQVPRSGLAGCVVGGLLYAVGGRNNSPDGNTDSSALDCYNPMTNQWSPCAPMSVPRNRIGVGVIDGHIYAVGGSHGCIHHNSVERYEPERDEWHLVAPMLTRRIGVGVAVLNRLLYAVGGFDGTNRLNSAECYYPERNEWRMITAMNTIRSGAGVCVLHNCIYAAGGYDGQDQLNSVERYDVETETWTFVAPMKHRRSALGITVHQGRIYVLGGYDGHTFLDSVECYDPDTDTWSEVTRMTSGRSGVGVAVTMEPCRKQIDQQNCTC
PKA-R2B act – activators of human PKA-R2B complex; PKA-R2B holoenzyme dissociation, Cy5-IP20 fluorescence polarization; R2B truncated from residue 108, S112A mutant; 0% DMSO only, 100% 113 µM cGMP; activation, % at 11.4 µM; 0.079% of 340,000 active; AID 504700;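 active = activation above a cutoff set at the mean over all compounds plus 3 SD, cut at about 18% in these data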;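 also: higher means more holoenzyme dissociation and a rise in polarization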
Target sequence (P31323 whole entry, looked up, other chains not shown, the tested form may be a part): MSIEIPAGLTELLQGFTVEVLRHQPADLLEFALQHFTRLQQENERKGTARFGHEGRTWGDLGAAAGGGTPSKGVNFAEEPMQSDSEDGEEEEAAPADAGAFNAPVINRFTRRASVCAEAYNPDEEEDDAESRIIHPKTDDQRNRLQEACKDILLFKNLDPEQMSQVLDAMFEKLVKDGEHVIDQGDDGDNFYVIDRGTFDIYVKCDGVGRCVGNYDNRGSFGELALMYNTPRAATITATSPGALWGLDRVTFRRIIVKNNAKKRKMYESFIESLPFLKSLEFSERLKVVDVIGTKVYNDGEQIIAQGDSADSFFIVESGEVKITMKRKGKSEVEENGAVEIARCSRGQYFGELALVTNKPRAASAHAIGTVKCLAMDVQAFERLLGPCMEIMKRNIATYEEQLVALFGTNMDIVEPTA
Arr AP2 block – blocks beta-arrestin peptide binding to AP2 adaptin | AID 504490 | FITC-arrestin peptide / GST-AP2 beads, flow cytometry; AP2 beta2 appendage carries R879A mutation | inhibition, % at 10 µM | 0.31% of 340,000 active;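 active = inhibition above a set limit, near 3 SD of compounds lacking own fluorescence, cut at about 54% in these data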;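 also: plate controls were DMSO wells for no effect and 5 µM unlabelled arrestin peptide for full effect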
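Assay system: GST-AP2 R879A bound to glutathione beads, E. coli-expressed; Medium: PBS with 0.05% Tween 20 and 0.1% BSA; Also added: fluorescein-tagged arrestin peptide at 50 nM final; Timing: 12 min plus 1 h, RT; Measured by: flow cytometry, FL1 (488/535 nm); Evaluation: percent drop in bead-associated FITC signal.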
SR-BI DiI-HDL act – SR-BI HDL lipid transfer activation; CHO ldlA[mSR-BI] cells, DiI-HDL uptake fluorescence, 3 h; 100 = double the neutral-control signal; activation, % at 12.5 µM; 0.096% of 320,000 active;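 active = mean replicate activation of at least 60% and every replicate at or above 60%; inconclusive = mean or all-replicate condition met, but not both; inactive = mean below 60% and not all replicates reaching 60%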;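 also: 0% = median plate neutral-control signal and 100% = twice that signal; values of inactives mirror those of a sister screen read the other way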
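System: CHO ldlA[mSR-BI] cells / Medium: HEPES-buffered (25 mM, pH 7.4) F12 plus 0.5% BSA / Probe or stimulus: labelled HDL, 10 µg/mL / Doses: single compound concentration, delivered by pin transfer / Schedule: 3 h, 37 °C / Measured by: DiI fluorescence, bottom read / Measure: cell-associated DiI fluorescence as measure of HDL uptake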
SR-BI DiI inh – blocks mouse SR-BI lipid uptake from DiI-HDL; Q61009; ldlA[mSR-BI] CHO cells, DiI-HDL uptake fluorescence, 3 h; inhibition, % at 12.5 µM; 0.96% of 320,000 active; AID 488896;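 active = mean replicate inhibition of at least 70% and a set share of replicates each scoring 70 or more; inconclusive = meets just one of the two criteria; inactive = fails both criteria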;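 also: 0% = median of neutral control wells and 100% = median of positive control wells; values of inactives mirror those of a sister screen read the other way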
An asterisk follows results filed as active; ? = inconclusive; · = not tested or not shown.

SMILES | NSD2 HMT inh | C-LANA FP | PvdQ acylase | RTF Ca sens inh | DAGLB inhibitor | Keap1 Nrf2 FP | PKA-R2B act | Arr AP2 block | SR-BI DiI-HDL act | SR-BI DiI inh
CCOC(=O)C1=C(C)C(c2cccc(Oc3ccccc3)c2)NC(=S)N1 (centres undefined) | 0 | 0.0 | 8 | -5 | -1 | -4 | -6 | -10 | -72 | ?
COc1ccc(CNC(=O)C2CCN(C(=O)c3ccc(-c4ccccc4)cc3)CC2)cc1 | 0 | 0.2 | 5 | -2 | -2 | -2 | -7 | 35 | -30 | 30
CCOC(=O)CC(=O)Nc1ncnc2c1C(c1ccccc1)c1c(ccc3ccccc13)O2 (centres undefined) | · | -1.0 | -13 | 0 | 2 | 0 | 2 | -2 | -34 | 34
COc1ccc(N2CCN(C(=O)CCCC(=O)c3ccccc3)CC2)cc1 | · | -2.3 | -9 | 0 | 0 | -2 | -5 | 8 | -3 | 3
COc1cccc(/C=N/NC(=O)C(=O)Nc2ccccc2OC(F)(F)C(F)F)c1O | -2 | 1.6 | -1 | -12 | 13 | -2 | -4 | 2 | -110 | 110*
Cc1ccc(Cl)cc1NC(=O)c1ccc(CSc2nnnn2C)cc1 | 6 | -0.4 | -19 | -12 | 0 | -2 | -6 | -1 | -36 | 36
COc1ccc(S(=O)(=O)N2CCCCC2)cc1NS(=O)(=O)c1ccc(CNC(C)=O)cc1 | 3 | 0.3 | -4 | -13 | 2 | -2 | -7 | 32 | -13 | 13
CC(=O)Nc1cccc(C(=O)N/N=C/c2cccc(C)n2)c1 | -4 | 1.4 | 0 | 2 | -1 | 2 | -1 | -12 | 2 | -2
O=S(=O)(Nc1ccc(F)cc1)c1ccc(NC(=S)Nc2ccccc2)cc1 | 2 | -1.1 | -20 | -16 | 0 | -2 | -1 | 17 | -2 | 2
CCN(CC)c1ccc(N2C(=O)/C(=C/c3cccs3)SC2=S)cc1 | 2 | -0.4 | -1 | 16 | -2 | -5 | 8 | 19 | 20 | -20
O=C(CN(Cc1ccco1)C(=O)CNS(=O)(=O)c1ccc(F)cc1)NCc1ccco1 | 1 | -1.6 | -1 | 9 | 0 | 3 | 0 | 17 | · | ·
CC(=O)C1=C(c2ccccc2)NC(=O)NC1c1ccccc1OCC(=O)NCc1ccccc1 (centres undefined) | -3 | -0.7 | -2 | -9 | 2 | 0 | 7 | -5 | 15 | -15
C/C(=N\NC(=O)C1CCCN(S(=O)(=O)c2ccccc2)C1)c1ccncc1 (centres undefined) | 0 | 0.9 | -15 | -2 | -3 | -7 | 1 | -3 | 22 | -22
CC1(C)CC(=O)C2=C(C1)N(Cc1ccco1)C(=O)C2(NC(=O)c1ccc(Cl)cc1Cl)C(F)(F)F (centres undefined) | 5 | 1.0 | 1 | -7 | 18 | 2 | 0 | -5 | 5 | -5
CCOC(=O)c1sc(NC(=O)c2ccc(C)o2)nc1C | 0 | 0.9 | -14 | -5 | -4 | 1 | -4 | -10 | -25 | 25
O=C(CCCC(=O)Nc1ccc(Br)cc1)N/N=C/c1ccccc1 | -1 | 0.4 | -15 | 6 | 1 | 0 | -5 | 1 | -6 | 6
CCn1nc(C)c(CNC(=O)C2CCC(=O)N(CCc3ccc(Cl)cc3)C2)c1C (centres undefined) | -2 | -0.7 | 11 | 0 | 2 | 4 | 0 | -9 | 26 | -26
CC(=O)Nc1ccc(NC(=O)/C(Cl)=C/c2ccccc2)cc1 | 2 | -1.9 | -12 | -3 | 0 | -3 | -3 | 2 | 7 | -7
CCN(C(=O)COn1nnc2ccc(S(=O)(=O)N(C)C)cc21)C1CCS(=O)(=O)C1 (centres undefined) | -5 | -0.7 | -9 | -7 | -1 | 1 | 6 | -2 | -21 | 21
CC(C)N(C(=O)[C@H]1C[C@H](CC(=O)NC(C)(C)C)C(=O)N2CCc3c([nH]c4ccc(Cl)cc34)[C@]12C)C(C)C | · | -3.0 | -15 | -1 | -1 | -5 | -6 | 8 | 5 | -5
CCOc1ccc(CCNC(=O)CN2C(=O)NC3(CCCC3)C2=O)cc1OCC | 7 | -2.0 | -8 | -6 | -1 | -2 | 10 | 11 | -45 | 45
COc1c(Cl)cc(Cl)cc1CNCCNCC(C)O (centres undefined) | · | -0.6 | -8 | -3 | -1 | -7 | -3 | -11 | 11 | -11
CCOc1ccccc1NC(=O)COC(=O)c1c(CC)noc1C | -4 | -0.8 | 7 | -30 | -2 | -1 | 7 | 7 | -24 | 24
Cn1nc(C(=O)NNC(=O)CCOc2ccc(C(C)(C)C)cc2)c2ccccc2c1=O | 0 | -0.8 | -8 | -1 | 2 | -4 | -5 | 0 | 39 | -39
CC(=O)c1cccc(NC(=O)CSc2n[nH]c(=O)n2C2CC2)c1 | · | 1.3 | 3 | -4 | 1 | -5 | -9 | 14 | 15 | -15
O=C(CN(C(=O)c1csnn1)c1cccc(F)c1)NCc1ccc2c(c1)OCO2 | 4 | 0.7 | -13 | -3 | 1 | -1 | 7 | -9 | 2 | -2
Cc1ccc(CC2CC(=O)N(Cc3ccco3)C2=O)cc1 (centres undefined) | -2 | 3.8 | -4 | -2 | 0 | -3 | -5 | 11 | 2 | -2
COc1ccccc1CNC(=S)NCc1ccc(F)cc1 | -2 | -0.4 | -11 | 0 | -2 | -2 | -10 | -3 | -2 | 2
CCOc1ccc(NCC2CCOC(C)(C)C2)cc1 (centres undefined) | 19 | -5.3 | -7 | -5 | -3 | 3 | 4 | 11 | 7 | -7
COc1ccc2cc(C(=O)Nc3c(C)n(C)n(-c4ccccc4)c3=O)sc(=O)c2c1OC | · | -1.1 | -9 | -2 | 0 | 1 | -1 | 5 | -14 | 14

Results in SR-BI DiI-HDL act, SR-BI DiI inh and C-LANA FP, for some of the entries so far:
Compound | SR-BI DiI-HDL act | SR-BI DiI inh | C-LANA FP
CCOC(=O)C1=C(C)C(c2cccc(Oc3ccccc3)c2)NC(=S)N1 (centres undefined) | -72 | ? | 0.0
COc1ccc(CNC(=O)C2CCN(C(=O)c3ccc(-c4ccccc4)cc3)CC2)cc1 | -30 | 30 | 0.2
CCOC(=O)CC(=O)Nc1ncnc2c1C(c1ccccc1)c1c(ccc3ccccc13)O2 (centres undefined) | -34 | 34 | -1.0
COc1ccc(N2CCN(C(=O)CCCC(=O)c3ccccc3)CC2)cc1 | -3 | 3 | -2.3
COc1cccc(/C=N/NC(=O)C(=O)Nc2ccccc2OC(F)(F)C(F)F)c1O | -110 | 110* | 1.6
Cc1ccc(Cl)cc1NC(=O)c1ccc(CSc2nnnn2C)cc1 | -36 | 36 | -0.4

The list goes on:
SMILES | NSD2 HMT inh | C-LANA FP | PvdQ acylase | RTF Ca sens inh | DAGLB inhibitor | Keap1 Nrf2 FP | PKA-R2B act | Arr AP2 block | SR-BI DiI-HDL act | SR-BI DiI inh
COc1ccccc1C(=O)NCCC(=O)Nc1nc2ccccc2[nH]1 | -3 | 0.0 | 0 | 4 | 1 | 1 | 2 | 16 | -13 | 13
CCn1c(SCC(=O)NC2CCCC2)nnc1C(C)NC(=O)c1ccccc1Br (centres undefined) | 1 | 0.1 | -26 | 6 | 0 | -6 | -6 | 4 | 5 | -5
COCCNC(=O)C(OC(=O)c1cccs1)c1ccc(F)cc1 (centres undefined) | -2 | -0.1 | -6 | -1 | 2 | -2 | 6 | -5 | -3 | 3
COC(=O)c1cccc(Oc2nc3c(c(=O)n(C)c(=O)n3C)n2C(C)C)c1 | · | 2.1 | 13 | -12 | -4 | 4 | -2 | 17 | 25 | -25
Oc1nc(Nc2ccc(F)cc2)sc1/C=C1\C=Nc2ccccc21 | -2 | 0.7 | 1 | -13 | 1 | 1 | -10 | 5 | · | ·
COc1ccc(N2CC(C(=O)N/N=C/c3cc([N+](=O)[O-])ccc3O)CC2=O)cc1 (centres undefined) | 3 | -0.5 | -13 | 3 | 5 | -2 | -3 | -2 | 8 | -8
O=C(CCc1ccc(S(=O)(=O)NCc2ccccc2)cc1)NCc1ccc2c(c1)OCO2 | 3 | -0.1 | -10 | -4 | 1 | -4 | 1 | 1 | 0 | 0
COc1ccccc1N1CCN(S(=O)(=O)c2ccc3nc(-c4ccccc4)[nH]c3c2)CC1 | -1 | 1.2 | -17 | -2 | -4 | -2 | 6 | -19 | 6 | -6
O=c1[nH]c2ccccc2n1C1=CCNCC1 | 2 | -1.0 | 16 | -7 | -3 | -1 | 1 | 2 | 2 | -2
Cc1ccccc1OCCNCC(C)O (centres undefined) | -6 | 0.6 | 12 | -11 | -2 | -4 | 10 | 1 | 39 | -39
Cc1cccc(C(=O)N(Cc2ccco2)c2c(N)n(Cc3ccccc3)c(=O)[nH]c2=O)c1 | 6 | -1.2 | -17 | 1 | 2 | -4 | -6 | 2 | 4 | -4
CCC(=O)c1ccc(OCC(O)CNCc2ccc(F)cc2)cc1 (centres undefined) | 0 | 0.9 | 0 | -3 | 1 | 0 | -4 | 41 | · | ·
COc1ccc(/C(C)=N/NC(=O)CNC(=O)c2ccncc2)c(OC)c1 | -6 | 0.5 | 2 | -16 | -4 | -3 | -9 | 14 | -5 | 5
Cc1c(C(=O)NCc2ccccc2)oc2ccc(S(=O)(=O)N3CCC4(CC3)OCCO4)cc12 | -2 | -1.2 | 0 | -4 | -4 | 6 | -3 | 50 | -16 | 16
Cc1cc2c(cc1S(=O)(=O)Nc1cccc(C)c1C)n(C)c(=O)c(=O)n2C | · | 2.9 | 3 | -4 | -4 | -6 | -5 | 4 | -12 | 12
CC(=O)Nc1ccc(NC(=O)[C@H](C)NC(=O)c2ccco2)cc1 | -1 | -0.9 | -1 | -29 | 0 | -2 | -4 | -3 | · | ·

Arranged by heavy-atom count (ascending): some entries from above
SMILES | NSD2 HMT inh | C-LANA FP | PvdQ acylase | RTF Ca sens inh | DAGLB inhibitor | Keap1 Nrf2 FP | PKA-R2B act | Arr AP2 block | SR-BI DiI-HDL act | SR-BI DiI inh
CC(=O)Nc1ccc(NC(=O)[C@H](C)NC(=O)c2ccco2)cc1 | -1 | -0.9 | -1 | -29 | 0 | -2 | -4 | -3 | · | ·
CCC(=O)c1ccc(OCC(O)CNCc2ccc(F)cc2)cc1 (centres undefined) | 0 | 0.9 | 0 | -3 | 1 | 0 | -4 | 41 | · | ·
Cc1cccc(C(=O)N(Cc2ccco2)c2c(N)n(Cc3ccccc3)c(=O)[nH]c2=O)c1 | 6 | -1.2 | -17 | 1 | 2 | -4 | -6 | 2 | 4 | -4
